# Bioassay records (PubChem)
# ELG1 genotoxic – inducers of genotoxicity in HEK293T ELG1-luciferase cells; HEK293T ELG1-luciferase reporter, luminescence, 16 h; Potency, µM (series often up to 46 µM), for the others: top-dose activity change, positive = activation, actives largely listed as activators; 1.3% of 330,000 active; AID 504466; further: potency means the concentration at half of the fitted maximal effect; % of control where 0% means no effect; nearly all actives have a fitted effect of over 60% in size
#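 HEK293T cells expressing luciferase-tagged ELG1 were treated with compound or DMSO for 16 hr at 37°C. Luciferase activity was then read after 30 min with ONE-Glo at room temperature; rising signal flags genetic stress.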
# ASM inhibitor – human S-ASM enzyme inhibition; P17405; placental ASM, HMU-PC fluorogenic substrate, 60 min; Potency, µM (highest dose often 57.5 µM), for the others: top-dose activity change, negative = inhibition, actives largely listed as inhibitors; 0.006% of 340,000 active; AID 504937; further: potency means the concentration at half of the fitted maximal effect
#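 Human placenta-derived ASM enzyme was preincubated with compound for 10 minutes at room temperature, then given fluorogenic substrate HMU-PC0 (9 uM final) for 60 minutes at 37 °C; a pH 10 stop preceded fluorescence reading at Ex 386/Em 447 nm.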
# TRPV1 agonist – human TRPV1 agonism. TRPV1-expressing cells, Fluo-8 calcium influx, agonist mode. 0.19% of 320,000 active. Q8NER1. activation, % at 8.33 µM; in the data active means activation above about 80%; inconclusive means between about 30% and that limit; further: 0% is about no effect
#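 TRPV1-expressing cells were cultured overnight at 35.5C and loaded with Fluo-8 calcium dye for 40 to 90 min at room temperature. After a 10 s baseline, compound was added and calcium influx was read kinetically for 3 min (ex 480/em 520 nm).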
# a7 integrin act – activates integrin-mediated alleviation for muscular dystrophy; alpha7betagal myoblasts, beta-gal FDG fluorescence, 48 h; Potency, µM (top dose mostly 38.3 µM), inactives show top-dose activation, usual class: activators; 0.064% of 350,000 active; AID 624291;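 further: potency means the concentration at half of the fitted maximal effect; 100% = response of the positive control SU9516; nearly all actives have a fitted effect of over 60% in size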
#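 Alpha7betagal+/- myoblasts (passage 13) were plated 16-24 hr, then exposed to compounds (1:260 dilution of DMSO stock) for 48 hours at 37C. After MPER lysis, β-galactosidase reporter activity was read as FDG fluorescence (ex 480/em 540) after 30 minutes.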
# TSG101-PTAP inh – blocks PTAP/TSG101 interaction to inhibit HIV-1 budding; 340,000 tested, under 10 active; AID 493005; Fluorescence polarization, FITC-PTAP peptide / Tsg101 binding; Potency, µM (doses to about 115 µM), for inactives: at the highest dose activity change, negative = inhibition, most hits filed as inhibitors; Q99816; active means well fitted inhibition curve with a large enough effect in the main read-out, with a control signal flat, not every such curve was filed as active; inconclusive means small, poorly fitted or top-dose-only effect, or effect the other way, or a change in a side signal; inactive means no such curve, though single readings can be large or run the other way; further: potency means the concentration at half of the fitted maximal effect; % of control where 0% means no effect
#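 Tsg101 binding domain (10 uM final) was mixed with compound and a FITC-labeled PTAP peptide (50 nM final) in HEPES pH 7.5 buffer with NaCl, Tween 20, EDTA and TCEP; fluorescence polarization was read after 20 min at r.t.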
# p53 reactivation – re-activators of mutant p53 | AID 504706 | 0.063% of 320,000 active | Potency, µM (top dose mostly 92.2 µM), for inactives: at the highest dose activity change, positive = activation, most hits filed as activators | H1299 p53-A138V BP100-luciferase reporter, luminescence, 24 h; further: potency means the concentration at half of the fitted maximal effect; % of control where 0% means no effect; nearly all actives have a fitted effect of over 45% in size
#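 H1299 (p53-null), stable ts p53-A138V + BP100-Luc; 1000 cells/well, Opti-MEM/10% FBS; cpd 4 pt, 1:5; 24 h, 37 deg C, 5% CO2; detection reagent 10 min RT; luminescence.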
# USP2a inh – inhibitors of human ubiquitin-specific protease USP2a; 0.01% of 330,000 active; Potency, µM (highest dose often 38.3 µM), for inactives: at the top dose activity change, negative = inhibition, usual class: inhibitors; O75604; USP2 core, Ub-CHOP2 coupled fluorogenic reporter, 485/531;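 further: potency means the concentration at half of the fitted maximal effect; plate controls were DMSO wells for no effect and full inhibition by NEM control for full effect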
# Target sequence (O75604 whole entry, looked up): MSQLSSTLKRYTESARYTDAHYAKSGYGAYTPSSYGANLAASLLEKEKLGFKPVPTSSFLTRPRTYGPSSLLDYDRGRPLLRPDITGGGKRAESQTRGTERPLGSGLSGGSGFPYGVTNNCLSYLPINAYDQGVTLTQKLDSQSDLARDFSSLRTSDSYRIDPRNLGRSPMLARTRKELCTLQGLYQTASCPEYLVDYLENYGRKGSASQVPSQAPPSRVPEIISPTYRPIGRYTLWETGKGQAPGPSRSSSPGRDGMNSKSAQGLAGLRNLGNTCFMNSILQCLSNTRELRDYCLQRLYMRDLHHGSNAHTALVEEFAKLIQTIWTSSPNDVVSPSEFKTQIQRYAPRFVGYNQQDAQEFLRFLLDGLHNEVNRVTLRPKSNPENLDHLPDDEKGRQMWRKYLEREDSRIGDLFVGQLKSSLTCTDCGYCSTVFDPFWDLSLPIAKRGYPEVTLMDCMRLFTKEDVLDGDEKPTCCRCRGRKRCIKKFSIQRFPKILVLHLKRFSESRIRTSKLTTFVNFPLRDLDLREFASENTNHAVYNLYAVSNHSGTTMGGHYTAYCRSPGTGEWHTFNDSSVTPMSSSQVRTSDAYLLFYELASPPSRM
#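 Cell-free coupled assay: 10nM USP2 core preincubated 30min RT with compound in Tris-HCl pH 8.0/CaCl2/CHAPS buffer, then 25nM Ub-CHOP2 and 25nM reporter substrate; fluorescence (Ex 485/Em 531) read after 60min RT, normalized to NEM inhibition, concentration-response curves fitted.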
# Eya2 inh – blocks the phosphatase activity of human Eya2; O00167; recombinant Eya2, OMFP fluorescence dephosphorylation (OMFP is methylfluorescein phosphate); Potency, µM (top dose mostly 76.9 µM), for inactives: at the highest dose activity, negative = inhibition, usual class: inhibitors; 0.006% of 330,000 active; AID 488837; further: potency means the concentration at half of the fitted maximal effect; on the % scale 0 is the no-effect control and ±100 the full control effect
#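 Eya2 (0.2 uM) preincubated 10 min at ambient with compound, then OMFP substrate added at 50 uM; 10 min reaction in 50 mM HEPES pH 7.5, 50 mM NaCl, 5 uM MgCl2, 0.05% BSA, 1 mM DTT. Fluorescence read at Ex 485/Em 525 nm.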
# uPA generation – inhibitors of cell surface uPA generation; AID 540303; 0.31% of 330,000 active; Potency, µM (highest dose often 38.3 µM), for the others: top-dose activity change, negative = inhibition, actives largely listed as inhibitors; cell surface uPA generation assay, qHTS; active means well fitted inhibition curve with a large enough effect; inconclusive means small, poorly fitted or top-dose-only effect; inactive means no such curve, though single readings can be large or run the other way; tested in mouse RAW 264.7 cells; further: potency means the concentration at half of the fitted maximal effect; on the % scale 0 is the no-effect control and ±100 the full control effect; nearly all actives have a fitted effect of over 55% in size
# BRCA1 expr act – increases BRCA1 expression; MCF7-BRCA1-FFLuc reporter, luminescence, 48 h; response scale: scaled: vehicle 0%, 10 µM genistein 100%; Potency, µM (highest dose often 46.1 µM), inactives show top-dose activation, hits mostly activators; 1.1% of 380,000 active; further: potency means the concentration at half of the fitted maximal effect; nearly all actives have a fitted effect of over 80% in size; some results filed as inactive show a strong effect at the top dose
#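 Luminescence from a BRCA1-driven firefly luciferase in MCF7 cells was read after 48 h compound exposure at 37 C. Data normalized against DMSO and a 10microM genistein activation control, then curve-fitted across the titration.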
# B2AR arrestin – agonists driving beta-arrestin recruitment to human beta2-adrenergic receptor; P07550; beta-arrestin recruitment to beta2AR, cell-based reporter; Potency, µM (series often up to 46.1 µM), inactives show at the top dose activation, usual class: activators; 0.02% of 330,000 active; AID 492947;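 further: potency means the concentration at half of the fitted maximal effect; 0% = DMSO controls and full agonism = EC100 isoproterenol or metaproterenol; nearly all actives have a fitted effect of over 65% in size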
# Target sequence (P07550 whole entry, looked up): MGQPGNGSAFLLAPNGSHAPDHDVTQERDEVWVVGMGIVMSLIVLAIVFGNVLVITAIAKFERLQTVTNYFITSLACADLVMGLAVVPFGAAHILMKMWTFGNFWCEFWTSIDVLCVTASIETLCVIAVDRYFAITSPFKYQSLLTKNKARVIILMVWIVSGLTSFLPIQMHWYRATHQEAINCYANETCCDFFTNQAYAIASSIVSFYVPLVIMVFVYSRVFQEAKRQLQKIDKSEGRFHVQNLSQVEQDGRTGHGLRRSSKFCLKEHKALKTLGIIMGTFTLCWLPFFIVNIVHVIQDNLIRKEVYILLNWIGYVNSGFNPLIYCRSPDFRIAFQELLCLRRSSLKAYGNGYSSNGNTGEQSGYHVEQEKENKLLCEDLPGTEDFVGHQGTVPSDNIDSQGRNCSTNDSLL
# Active calls of the source: *; ? = inconclusive; nt = not tested or not shown; & = joins results of further samples; [ ] = remark or other dose. Unless noted, the call rests on the fitted dose curve; in most records, active means well fitted curve in the direction sought with a large enough effect; inconclusive means small, poorly fitted or top-dose-only effect, or another doubt; inactive means no such curve, though single readings can be large; an effect the other way counts as inactive or inconclusive.
# The opening two records (preview)
SMILES,ELG1 genotoxic,ASM inhibitor,TRPV1 agonist,a7 integrin act,TSG101-PTAP inh,p53 reactivation,USP2a inh,Eya2 inh,uPA generation,BRCA1 expr act,B2AR arrestin
COc1ccc(NCc2nnc(-c3ccccc3)o2)cc1,6%,1%,5,-1%,-2%,6%,4%,-3%,?,14%,0.2%
Cc1cccc(OCc2ccccc2)n1,nt,1%,nt,-18%,-5%,nt,nt,nt,9%,0%,nt

# This part in full, from the start:
SMILES,ELG1 genotoxic,ASM inhibitor,TRPV1 agonist,a7 integrin act,TSG101-PTAP inh,p53 reactivation,USP2a inh,Eya2 inh,uPA generation,BRCA1 expr act,B2AR arrestin
COc1ccc(NCc2nnc(-c3ccccc3)o2)cc1,6%,1%,5,-1%,-2%,6%,4%,-3%,?,14%,0.2%
Cc1cccc(OCc2ccccc2)n1,nt,1%,nt,-18%,-5%,nt,nt,nt,9%,0%,nt
CCOc1cccc(CN2CCC(n3nccc3NC(=O)C3CC3)CC2)c1O,2%,nt,4,-39%,-3%,-1%,0%,12%,1%,3%,0.1%
COc1cc(OC)c(C(=O)/C=C/c2ccc(OCc3ccccc3)c(OC)c2)c(OC)c1,-3%,-2%,-4,-74%[inhibitor],0%,nt,1%,4%,-10%,-79%[inhibitor],-0.5%
O=C(COC(=O)Cc1ccc(F)cc1)Nc1cc(S(=O)(=O)N2CCOCC2)ccc1N1CCCC1,0%,0%,0,12%,-1%,1%,4%,-2%,3%,1%,0.0%
COCCn1c(C23CC4CC(CC(C4)C2)C3)n[nH]c1=S,-11%,-1%,-1,5%,1%,-5%,-1%,-23%,-2%,-20%,-0.6%
Cc1ccc(CNc2ncc(-c3ccccc3)n2C)o1,3%,0%,7,?,-5%,10%,-3%,-2%,7%,61%,-0.4%
O=C(CSCC(=O)NC1CC1)Nc1ccc2ccccc2c1,?,2%,15,17%,-2%,12%,3%,-20%,-2%,-1%,-0.5%
CC(C)(C)C(=O)Nc1ccc(F)cc1[N+](=O)[O-],3%,4%,-1,-11%,-1%,10%,2%,16%,8%,7%,-0.1%
O=[N+]([O-])c1cccc(/C=N/Nc2nc(N3CCCCC3)nc(N3CCCCC3)n2)c1,12%,-6%,?,?,0%,4%,2%,1%,0%,-14%,-0.1%
CCOC(=O)N1CCC(N2C(=O)c3cc(C(=O)NC4CCCCC4)ccc3C2O)CC1 (stereo unspecified),-1%,0%,nt,-48%,-3%,1%,0%,-1%,-1%,-6%,-0.2%
COc1cccc(NC(=O)CN2C(=O)NC3(CCCc4ccccc43)C2=O)c1 (stereo unspecified),-4%,-1%,7,-13%,0%,-7%,0%,-11%,19%,9%,0.4%
CC(C)CCn1c(=O)c2sccc2n2c(CCCC(=O)N3CCC(N4CCCCC4)CC3)nnc12,6%,-10%,0,-23%,-2%,6%,6%,-6%,?,-51%,-0.1%
C/C(=N\NC(=O)CNC(=O)c1ccc(F)cc1)c1ccco1,6%,-25%,6,15%,2%,-3%,1%,0%,-7%,0%,-0.3%
Cc1ccc(-n2cc(CNCCn3nc(C)cc3C)c(-c3ccc(F)cc3)n2)cc1,-6%,-1%,-3,11%,-4%,3%,-9%,-11%,-3%,-3%,0.1%
COC(=O)c1c(NC(=O)C2CCC2)sc(C(=O)N(C)C)c1C,-6%,4%,-4,-24%,-9%,-3%,1%,2%,nt,1%,0.0%
O=C(O)CSc1nc2ccccc2s1,1%&3%,2%,-3,10%,-5%,1%&-6%,2%&-4%,?,-8%,23%,2.8%&-0.7%
O=C(NCC(c1ccco1)N1CCCCC1)c1cccc(NS(=O)(=O)c2ccc(Br)cc2)c1 (stereo unspecified),-4%,-1%,3,-10%,-6%,8%,3%,2%,1%,-10%,0.4%
CCN(CC)S(=O)(=O)c1ccc(Cl)c(C(=O)Nc2ccc(Cl)cc2[N+](=O)[O-])c1,-2%,-3%,12,-1%,-5%,3%,1%,-1%,?,-54%,-0.2%
O=C(OC(C(=O)NC1CCCC1)c1ccc(F)cc1)c1ccno1 (stereo unspecified),-4%,-1%,-3,26%,-5%,5%,3%,-7%,-5%,-20%,-0.1%
Cc1cc(-n2nc(C)cc2C)n2nc(C)c(-c3ccccc3)c2n1,-1%,-2%,9,-11%,1%,-5%,0%,4%,nt,-4%,-0.3%
O=C(C1CC1)N1CCN=C1SCc1cccc(C(F)(F)F)c1,1%,1%,20,0%,-8%,0%,2%,1%,0%,0%,0.1%
O=C(Nc1ccc2c(c1)Cc1ccccc1-2)c1ccco1,3.3µM*,-3%,?,?,0%,9%,2%,2%,-24%,?,0.3%
COn1c(-c2ccccc2)nc2c1CCc1c-2no[n+]1[O-],-2%,6%,0,-34%[inhibitor],-1%,4%,1%,-3%,-8%,-46%,0.4%
COc1ccc(CC(=O)NC(C)c2nnc(SCC(=O)Nc3cc(C)ccc3OC)n2C)cc1 (stereo unspecified),-1%,1%,2,16%,-1%,0%,0%,5%,0%,-1%,-0.1%
O=C(NCCC(=O)N1CCN(c2ncccn2)CC1)c1ccccc1,1%,0%,-1,5%,-5%,-4%,2%,18%,0%,4%,0.0%
O=C(Nc1ccc(-n2cnnn2)cc1)c1cc(S(=O)(=O)N2CCCC2)ccc1Cl,-6%,-9%,2,-22%,1%,7%,-1%,21%,-5%,-24%,-0.9%
CCOc1ccccc1NC(=O)C1CC2CCCC(C1)C2=O (stereo unspecified),1%,-2%,-3,5%[7.66 µM],-3%,8%,-2%,10%,0%,0%,-0.1%
CCOC(=O)C1=C(N)OC2=C(C(=O)CC(C)(C)C2)C1c1cccs1 (stereo unspecified),2%,0%,0,-14%,-5%,-7%,-1%,-2%,3%,4%,-0.4%
COc1cc(/C=N/NC(=O)C2C3CCCCC32C)cc(Br)c1O (stereo unspecified),2%,67%[activator],25,12%,0%,-1%,1%,-6%,-5%,7%,-0.8%
Cc1oc2c(c1C(=O)NCc1ccccc1)CCCC2,0%,0%,10,-1%,2%,-5%,-2%,3%,-3%,9%,-0.2%
CCSc1nnc2c(n1)OC1(CCCC1)Nc1ccccc1-2,4%,-1%,nt,-8%,-2%,11%,-9%,1%,-4%,2%,-0.1%
Cc1cc(C(=O)CSc2nnc(N)s2)c(C)n1Cc1cccs1,0.92µM*,-1%,29,6%,-2%,82%,6%,-2%,-12%,?,0.0%
CCc1cc2c(C)ccc(C)c2nc1SCC(=O)Nc1c[nH]c(=O)[nH]c1=O,?,-3%,-1,2%,0%,2%,1%,1%,-2%,-42%,-0.1%
CC(C)Cn1c(N)c(C(=O)CSc2nccn2C)c(=O)n(C)c1=O,0%,7%,-1,25%,0%,-11%,0%,12%,2%,-2%,-0.4%
O=S(=O)(c1ccccc1)N1N=C(c2cccs2)CC1c1cccc(O)c1 (stereo unspecified),-6%,-5%,2,12%,-5%,-7%,-6%,13%,3%,6%,-0.1%
COc1ccc(CNCC(O)(c2ccccc2)c2ccc(F)cc2)cc1 (stereo unspecified),-5%,-5%,13,-54%[inhibitor],-2%,-1%,-5%,-6%,-1%,-9%,0.5%
O=C(O)c1cccc(N(CCO)CCO)c1,0%,12%,-1,41%,-9%,0%,10%,2%,1%,32%,-0.2%
Cc1cc(C)n(-c2ccc(C(=O)Nc3ccc(S(=O)(=O)N(C)C)cc3)cc2)n1,-7%,-2%,-2,-19%,0%,-7%,0%,5%,1%,-49%,0.0%
O=C(/C=C/c1ccc(Cl)cc1)NCc1ccncc1,2%,-3%,82*,16%,-2%,8%,0%,-17%,1%,-10%,-0.7%
Cc1oc(-c2cccc(Cl)c2)nc1CN1CCC(C(=O)NCc2cccnc2)CC1,-2%,1%,1,-11%,-4%,-4%,0%,14%,-2%,9%,-0.7%
C/C(=N\Nc1nc(Cl)c(Cl)cc1Cl)c1ccc(S(=O)(=O)NCc2ccco2)cc1,-19%,-12%,4,6%,-3%,-4%,-7%,-3%,-8%,-86%,-1.4%
CCCNc1c(NS(=O)(=O)c2ccc(C)cc2C)c(=O)oc2ccccc12,3%,9%,5,-21%,-5%,-5%,3%,0%,-5%,-12%,-0.8%
COc1ccccc1N1C(=O)CC(Sc2ccccc2N)C1=O (stereo unspecified),-1%,0%,-10,29%,0%,-1%,4%,-11%,-3%,-5%,-0.5%
CC(C)CCn1nnnc1C(c1ccccc1)N1CCC(C(N)=O)CC1 (stereo unspecified),-3%,2%,7,-24%,-4%,1%,2%,-15%,-4%,-3%,-0.9%
COc1ccc(OC)c(NC(=O)C(=O)N/N=C/c2ccccc2[N+](=O)[O-])c1,1%,5%,1,21%,-9%,0%,0%,18%,-2%,-54%,-1.1%
